tim10-1 inh: growth inhibitors of tim10-1 mutant yeast | S. cerevisiae tim10-1 ts strain growth, BacTiter-Glo, 24 h | inhibition, % at 20 µM | hit rate 2.2% among 330,000;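 active = inhibition of at least 40%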;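 note: mutant grown at 25 °C; 0% = DMSO wells with yeast and 100% = wells holding no yeast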
APJ ag: agonists of human APJ apelin receptor; P35414; CHO-K1 APJ PathHunter beta-arrestin, luminescence; 0% DMSO wells, 100% apelin; activation, % at 20 µM; hit rate 0.11% among 330,000;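 active = activation more than six SD over the plate average, tested at 20 µM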;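 note: 0% = DMSO alone and 100% = apelin-13 at 10 nM; some results filed as inactive read as strong as hits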
Target sequence (P35414 whole entry, looked up): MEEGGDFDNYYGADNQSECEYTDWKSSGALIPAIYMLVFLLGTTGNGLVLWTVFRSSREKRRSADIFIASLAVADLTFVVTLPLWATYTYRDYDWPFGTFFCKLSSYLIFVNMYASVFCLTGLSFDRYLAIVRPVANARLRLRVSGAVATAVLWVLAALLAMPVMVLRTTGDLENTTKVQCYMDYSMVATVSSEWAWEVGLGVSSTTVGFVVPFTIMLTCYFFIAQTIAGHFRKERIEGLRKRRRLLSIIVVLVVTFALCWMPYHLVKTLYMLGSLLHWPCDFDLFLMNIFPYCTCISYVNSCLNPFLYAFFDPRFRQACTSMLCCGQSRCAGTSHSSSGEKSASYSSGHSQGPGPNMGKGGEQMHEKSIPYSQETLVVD
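system = engineered CHO-K1 APJ arrestin reporter cells | input = 1000 cells per well | timing = overnight seeding, 90 min compound at 25 °C, 1 h detection | measured by = enzyme-fragment complementation luminescence | read-out = beta-arrestin recruitment to APJ as agonist activity, luminescent signal | control set = negative DMSO alone, positive Apelin-13 at 10 nM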
tim23-1 inh: tim23-1 yeast growth inhibition; S. cerevisiae tim23-1 growth, BacTiter-Glo luminescence, 24 h; inhibition, % at 20 µM; hit rate 1.3% among 330,000; AID 463212;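 active = growth inhibition of the mutant yeast at or above 50%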;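 note: temperature-sensitive mutant grown at 25 °C; plate controls were DMSO-treated mutant yeast for no effect and medium wells lacking yeast for full effect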
CHOP UPR activ: activators of apoptotic arm of unfolded protein response (CHOP); activation, % at 10 µM; AID 449763; hit rate 0.34% among 330,000; CHO-CHOP luciferase reporter, UPR activation, luminescence; percent of tunicamycin response over DMSO baseline;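 active = at 10 µM dose, activation of 40% or more, normalized to positive control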;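 note: 100% = tunicamycin at 10 µg/mL and 0% = DMSO alone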
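assay system = CHO CHOP reporter cells | amount = 500 CHO-CHOP cells per well | buffer or medium = F12 with 10% FBS | incubation = 16-18 h cell attachment, then 6 h compound exposure, 37 °C | detection = luminescence read with Steady-Glo | read-out = percent activation relative to tunicamycin control | controls = tunicamycin high control, DMSO low control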
APJ antag: blocks the human apelin receptor APJ. P35414. CHO-K1 APJ beta-arrestin complementation, luminescence. inhibition, % at 20 µM. hit rate 0.32% among 330,000. AID 2521;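 active = inhibition above about 40% at 20 µM, limit read from the data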;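 note: cells challenged with 10 nM apelin-13 agonist together with compound; plate controls were apelin-13 plus DMSO wells for no effect and DMSO wells lacking apelin-13 for full effect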
TIM10 inh: growth inhibitors of TIM10 yeast strain. inhibition, % at 10 µM. hit rate 1.4% among 330,000. AID 463195. S. cerevisiae TIM10 strain growth, BacTiter-Glo luminescence, 24 h;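 active = inhibition of 40% or more at the single tested concentration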;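 note: wild-type TIM10 isogenic control strain grown at permissive 25 °C; 0% = DMSO yeast wells and 100% = minimal medium wells without yeast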
XBP1 UPR activ: activators of adaptive arm of unfolded protein response (XBP1). CHO-XBP1 luciferase reporter, IRE1-XBP1 UPR activation, luminescence; percent of tunicamycin response, DMSO as zero. hit rate 0.33% among 330,000. AID 463104. activation, % at 20 µM;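 active = versus positive control, 20 µM dose yields 30% or more activation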;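 note: 100% = tunicamycin at 10 µg/mL and 0% = DMSO only wells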
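Material: CHO-XBP1 cells stably carrying IRE1-XBP1-driven luciferase reporter / Amount: 1000 cells per well / Compound: 20 µM, 1% DMSO / Times: 6 h treatment, 37 °C / Detection: luciferase luminescence / Measure: % activation of reporter signal versus tunicamycin and DMSO controls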
Mdm2-MdmX inh: disrupts the human Mdm2-MdmX interaction; O15151+Q00987; SaOS-2 split-luciferase Mdm2/MdmX complementation, luminescence; inhibition, % at 8 µM; hit rate 3% among 330,000; AID 485346;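 active = inhibition of at least 50% at 8 µM in the primary screen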
CXCR6 block: inhibitors of human CXCR6 receptor. O00574. CHO-K1 PathHunter CXCR6 beta-arrestin, luminescence. inhibition, % at 20 µM. hit rate 0.36% among 360,000. AID 602244; in the data active = inhibition above about 34%, passing the limit was not always enough;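 note: antagonist mode with CXCL16 agonist at 10 nM final; 0% = 10 nM CXCL16 with DMSO and 100% = unstimulated wells without agonist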
Target sequence (O00574 whole entry, looked up): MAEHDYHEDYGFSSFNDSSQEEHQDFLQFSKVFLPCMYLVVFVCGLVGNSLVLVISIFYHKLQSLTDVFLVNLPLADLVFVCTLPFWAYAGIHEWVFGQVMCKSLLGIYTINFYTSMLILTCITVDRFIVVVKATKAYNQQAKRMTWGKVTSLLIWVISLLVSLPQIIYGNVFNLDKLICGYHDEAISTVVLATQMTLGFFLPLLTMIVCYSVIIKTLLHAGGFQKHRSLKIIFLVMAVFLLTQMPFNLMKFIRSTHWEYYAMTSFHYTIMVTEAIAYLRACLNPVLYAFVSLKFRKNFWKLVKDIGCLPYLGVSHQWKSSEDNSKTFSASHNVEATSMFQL
* marks the source's active call; other numbers are inactive results; . = no result given. These rows are one share of the data (hit frequency here may not be typical).

SMILES	tim10-1 inh	APJ ag	tim23-1 inh	CHOP UPR activ	APJ antag	TIM10 inh	XBP1 UPR activ	Mdm2-MdmX inh	CXCR6 block
CC1CCN(c2c(NCC3CCC(C(=O)NCCc4ccccc4)CC3)c(=O)c2=O)CC1 (stereo not given)	3	-5	-4	-1.7	-5	14	-3	-11	-1
COc1cc(CN2CCN(C(=O)c3ccccc3F)CC2)cc(OC)c1OC	7	-4	7	1.6	15	15	-7	10	-17
CCc1ccc(/C=C2/SC(=S)N(CCC(=O)Nc3ccc(C(=O)O)cc3)C2=O)cc1	8	2	12	7.8	10	4	4	27	7
CCCCC(=O)Nc1nn(CCC)c2nc3ccccc3cc12	5	1	10	-1.1	-5	1	-1	3	0
Clc1ccc(CNC2CCN(Cc3ccccc3)CC2)cc1	-11	-5	2	-0.4	11	-5	0	7	11
COc1cc(OC)cc(-c2cc3ccc(F)cc3cn2)c1	14	-1	48	2.9	9	18	5	-89	-2
O=Cc1ccc(Cl)c(Cl)c1	8	1	9	-0.6	14	2	-3	16	0
COc1cc([N+](=O)[O-])ccc1NC(=S)NCc1ccccn1	21	-2	8	1.4	-28	12	0	-7	2
Cc1cc(F)ccc1S(=O)(=O)NCC(c1cccnc1)N1CCc2ccccc21 (stereo not given)	6	-2	10	0.5	-46	3	-5	19	8
COc1ccccc1Cn1nnc2c(=O)[nH]c(C3CCN(C(=O)c4ccc(F)cc4)CC3)nc21	13	-4	5	-1.7	-4	9	-1	17	11
CCSc1nc2cc(C(=O)OC)ccc2c(=O)n1CC	0	-3	28	0.2	14	7	0	22	-3
OCCNc1nc(Nc2ccccc2Oc2ccccc2)nc(N2CCCC2)n1	17	-2	40	-1.2	-7	9	1	32	-4
O=C(NC1CCCCC1)c1ccc(S(=O)(=O)c2ccccc2)cc1	-10	0	10	-1.0	5	-10	-1	10	2
COc1ccc(/C=C(/C#N)C(=O)Nc2ccc(C)cc2C)cc1C(=O)O	6	-3	3	-2.9	5	7	-1	-1	13
N#C/C(=C\c1ccccc1)C(=O)NNS(=O)(=O)c1ccc(Br)cc1	8	2	25	-0.4	21	5	-3	12	9
COc1cccc(NC2=NC3(CCCCC3)N=C(N)N2)c1	10	-2	-8	1.4	7	-19	-1	13	-10
C=CC(=O)NC(C)(C)Cc1ccccc1	16	8	21	-0.4	-4	-2	-1	24	2
CC(OC(=O)Cc1n[nH]c(=O)c2ccccc12)C(=O)Nc1cc(Cl)cc(Cl)c1 (stereo not given)	18	-6	18	2.2	9	4	-3	17	-7
Cc1sc2ncnc(NCc3ccco3)c2c1C	-9	1	8	-0.9	12	-8	2	39	-15
Cc1oc2c(CN3CCCC(C)C3)c(O)ccc2c(=O)c1-c1ccccc1 (stereo not given)	7	-1	4	1.5	4	3	0	12	0
NC(=O)c1c(NC(=O)Cc2cccs2)sc2c1CCC2	33	-1	41	4.1	-9	11	0	20	-24
CCCCN(C(=O)c1cc(Cl)nc2ccccc12)c1c(N)n(Cc2ccccc2)c(=O)[nH]c1=O	14	8	15	0.5	-8	12	2	-8	6
O=C(c1cc2ccccc2o1)N1CCCCCC1	-11	-5	10	2.3	1	-29	4	18	-5
CCSc1nnc2nc(C)cc(C)n12	9	-7	-1	-0.1	12	4	-1	7	-11

A second format for some results above:
Below each compound: tim10-1 inh | APJ ag | tim23-1 inh | CHOP UPR activ | APJ antag | TIM10 inh | XBP1 UPR activ | Mdm2-MdmX inh | CXCR6 block
NC(=O)c1c(NC(=O)Cc2cccs2)sc2c1CCC2
→ 33 | -1 | 41 | 4.1 | -9 | 11 | 0 | 20 | -24
CCCCN(C(=O)c1cc(Cl)nc2ccccc12)c1c(N)n(Cc2ccccc2)c(=O)[nH]c1=O
→ 14 | 8 | 15 | 0.5 | -8 | 12 | 2 | -8 | 6
O=C(c1cc2ccccc2o1)N1CCCCCC1
→ -11 | -5 | 10 | 2.3 | 1 | -29 | 4 | 18 | -5

Going on with the list:
SMILES	tim10-1 inh	APJ ag	tim23-1 inh	CHOP UPR activ	APJ antag	TIM10 inh	XBP1 UPR activ	Mdm2-MdmX inh	CXCR6 block
COc1ccc(CNCc2ccc([N+](=O)[O-])cc2)cc1OC	3	-2	1	0.3	4	0	-5	-9	2
Cc1ccn(CCSCC(=O)O)n1	-8	-4	10	-1.3	-5	-3	-2	2	5
O=C(C[N+]1(CC#Cc2ccccc2)CCOCC1)c1ccc(Cl)cc1	20	-12	19	0.9	90*	27	-5	-18	42*
C/C(CCc1ccc2c(c1)OCO2)=N\N=C1\NC(=O)CC(C(=O)Nc2ccccc2F)S1 (stereo not given)	13	-1	11	-0.5	10	15	-4	8	5
Cc1cc(C(F)(F)F)nn1CC(=O)NCc1ccccc1	-2	-1	-2	0.6	9	-4	-3	-4	11
Cc1ccccc1OCCC(=O)OCC(=O)NCCc1ccccc1	16	-7	21	1.2	4	10	-3	2	-1
CCOC(=O)c1nnc(-c2ccccc2)nc1Oc1ccc(Cl)cc1	26	-4	24	31	14	21	72*	29	9
CC[C@@H]1CC=C[C@H]2[C@H]1C(=O)N(Cc1ccccc1)[C@H]2c1ccc2ccccc2c1	41*	-6	43	2.0	-5	45*	-4	28	.
COc1ccc(N(Cc2cc3cc(OC)ccc3[nH]c2=O)S(C)(=O)=O)cc1	5	-2	11	12	-14	4	-1	7	2
COc1ccc(/C=C\C(=O)NCc2ccc3c(c2)cc(C)n3C)cc1OC	-10	5	2	0.4	13	-4	-1	-3	2
Cc1ccccc1NC(=O)Cc1nc(CN(C)CC(=O)Nc2cccc(F)c2)cs1	3	-4	18	-2.7	-2	6	-1	28	5
NC(=O)CCn1c(C(=O)c2cccc([N+](=O)[O-])c2)c2ccccc2[n+]1[O-]	-11	-1	-11	-1.1	-5	6	-3	17	-8
O=C(O)c1ccccc1Sc1c([N+](=O)[O-])cc(C(F)(F)F)cc1[N+](=O)[O-]	-6	3	6	-1.3	-51	-7	-1	-3	-18
Cc1onc(-c2ccccc2)c1C(=O)NCC(O)c1ccccc1 (stereo not given)	-6	0	3	1.3	2	-11	-1	7	0
COC(=O)C1CCCCN1C(=O)c1cccc(OC2CCN(C(=O)C3CC3)CC2)c1 (stereo not given)	6	-2	6	0.2	0	-7	-1	-19	4
CC(Cc1cccnc1)NC(=O)c1cc(COc2c(F)cccc2F)on1 (stereo not given)	25	9	19	1.2	-4	7	2	10	8
COC(=O)Cc1cc(=O)[nH]c(/N=C(\N)Nc2ccccc2)n1	-2	-4	5	-0.3	11	0	-1	0	-13
COc1ccc(CCN(C)C(=O)CSc2nc3ncc(Cl)cc3[nH]2)cc1OC	9	-3	-6	1.6	-10	-15	3	5	6
CC(=O)c1c(C)[nH]c(C(=O)CN2C(=O)NC(C)(c3ccc4c(c3)OCO4)C2=O)c1C (stereo not given)	-7	0	0	0.2	3	-6	-6	26	2
CC(C(=O)Nc1ccc(C#N)cc1)N1CCN(C(=O)C2CC2)CC1 (stereo not given)	10	-2	6	-2.7	0	4	-1	13	-3
OCCC1CN(Cc2cccn2-c2nccs2)CCN1Cc1ccccc1 (stereo not given)	0	1	-14	-1.5	-1	-9	-3	17	5
O=C(COC(=O)CCSc1ccc(Cl)cc1)NCc1ccccc1Cl	18	-2	28	0.4	11	8	-3	4	3
O=C(NCc1ccc(F)cc1)Nc1cccc(Cl)c1	5	-2	15	5.2	8	27	2	-3	-8
Nc1nc(Nc2ccccc2)sc1C(=O)c1ccccc1	31	0	54*	0.8	24	28	-3	62*	-2
COc1cc(C(C)=O)ccc1OCC(=O)Nc1ccc(Cl)c(S(=O)(=O)N2CCOCC2)c1	24	9	0	3.5	-6	12	-3	17	-11
COC(=O)c1ccc2c(=O)n(CCCCCC(=O)NCc3ccc4c(c3)OCO4)c(=O)[nH]c2c1	3	-4	-8	2.0	8	-12	2	-7	2
COCCNC(=O)CSc1nc2ccccc2c(=O)n1CCC(=O)N1CCN(c2ccccc2)CC1	12	-3	11	0.0	10	15	-2	6	6
CCC(C)Nc1nc(OC(C(F)(F)F)C(F)(F)F)nc(OC(C(F)(F)F)C(F)(F)F)n1 (stereo not given)	5	3	26	-0.8	18	-19	-1	16	3
CC12CCC(C(N)=O)(C1Br)C2(C)C (stereo not given)	1	-1	1	-1.1	3	-2	0	4	7
Cc1cccc(CSCCNC(=O)CN2C(=O)c3ccccc3S2(=O)=O)c1	-1	-6	-2	-0.4	-10	-8	-3	7	6
COc1cc(CCC(=O)OCC(=O)Nc2ccccc2C#N)cc(OC)c1OC	13	-3	27	-0.2	6	6	2	-30	-7
CCOC(=O)c1c(C)[nH]c(C(=O)Nc2cc(OCC)c(N3CCOCC3)cc2OCC)c1C	6	-2	0	4.8	10	-8	2	38	6
Cc1nc(SCC(=O)N2CCN(C(=O)c3cccs3)CC2)c2c(C)c(C)sc2n1	30	-2	17	-0.1	-2	9	0	3	-12
COc1cccc(OC)c1OCCCCc1c(C)n[nH]c1C	1	-4	-1	-0.7	7	-13	-2	26	0
O=C(CSc1ncnc2c1oc1ccccc12)N1CCN(c2ccccc2)CC1	17	1	31	-1.4	-12	28	4	3	-12
CCCC(=O)Nc1c(-c2ccccc2)c(=O)c(C)nn1-c1ccccc1	-18	-2	2	-0.8	2	-23	-1	23	-10

Molecules listed so far that contain bromine (two):
SMILES	tim10-1 inh	APJ ag	tim23-1 inh	CHOP UPR activ	APJ antag	TIM10 inh	XBP1 UPR activ	Mdm2-MdmX inh	CXCR6 block
N#C/C(=C\c1ccccc1)C(=O)NNS(=O)(=O)c1ccc(Br)cc1	8	2	25	-0.4	21	5	-3	12	9
CC12CCC(C(N)=O)(C1Br)C2(C)C (stereo not given)	1	-1	1	-1.1	3	-2	0	4	7

More structures.
SMILES	tim10-1 inh	APJ ag	tim23-1 inh	CHOP UPR activ	APJ antag	TIM10 inh	XBP1 UPR activ	Mdm2-MdmX inh	CXCR6 block
CC(=O)Nc1ccc(NC(=O)C(C)OC(=O)CCCN2C(=O)c3cccc4cccc(c34)C2=O)cc1 (stereo not given)	16	9	2	0.2	14	5	1	-4	6
O=C(Nc1cccc(Cl)c1)c1cc(F)cc2c1OCOC2	2	2	2	3.5	5	11	3	-3	2
Cn1c(Cn2c(C(F)(F)F)nc3ccccc32)nc2ccccc21	5	0	11	1.0	12	0	1	26	2
C=CCn1c(Cc2cccs2)nnc1SCC(=O)Nc1ccc(OC)c(OC)c1	19	8	11	-1.0	-8	-4	1	-12	0
Cc1[nH]c2ccc(C(=O)NCCCN3CCCC3)cc2c1C	20	-5	3	1.8	-5	6	-2	-6	2
Cc1c(NC(=O)c2cc(-c3ccccc3)on2)c(=O)n(-c2ccccc2)n1C	1	-7	1	-1.6	18	-11	-4	10	2
CCCNC(=O)c1nn2cc(Br)cnc2c1Cl	-3	-3	7	2.1	-8	4	-3	16	-8
CCCN(CC(=O)Nc1ccccc1C)C(=O)c1ccc(N2CCCCCC2)c([N+](=O)[O-])c1	10	-2	30	1.7	7	11	-6	-2	15
COc1ccc(-n2nc(C(=O)NCC(=O)NCCCN3CC(C)CC(C)C3)c3ccccc3c2=O)cc1Cl (stereo not given)	9	-3	12	0.2	-6	-15	-3	22	18
Cc1c(Cl)cn2c(=O)cc(CN3CCN(c4ccccc4)CC3)nc2c1Cl	22	-6	16	-0.9	1	-5	-3	-24	9
